CYP2C9 inhib: human CYP2C9 inhibition; P11712; CYP2C9 Supersomes, luciferin-H conversion, luminescence; inhibition, % at 5 µM; 96,000 tested, 20% active; AID 777;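 active means blocking of liver enzyme CYP2C9 beyond about 50% at 5 µM, limit read from the data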; further: values of inactives mirror those of a sister screen read the other way
PostGolgi yeast: growth inhibition of a yeast mutant, post-Golgi transport screen. 98,000 tested, 0.9% active. post-Golgi transport phenotypic cell assay. inhibition, % at 10 µM; in the data active means inhibition above about 30%;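 further: yeast cells grown in 1536-well plates; yeast grown about 18 h at 30C before absorbance read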
EphB4 antag: antagonists of human EphB4-ephrin-B2 interaction. AID 720. 97,000 tested, 0.15% active. inhibition, % at 7 µM. EphB4 LBD / TNYL-RAW-Alexa532 peptide, fluorescence polarization. P54760;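 active means inhibition above the screen-wide mean inhibition plus 3 SD, cut at about 15% in these data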;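 further: 0% = DMSO wells and 100% = excess unlabeled TNYL-RAW peptide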
Target sequence (P54760 whole entry, looked up, the tested form may be a part): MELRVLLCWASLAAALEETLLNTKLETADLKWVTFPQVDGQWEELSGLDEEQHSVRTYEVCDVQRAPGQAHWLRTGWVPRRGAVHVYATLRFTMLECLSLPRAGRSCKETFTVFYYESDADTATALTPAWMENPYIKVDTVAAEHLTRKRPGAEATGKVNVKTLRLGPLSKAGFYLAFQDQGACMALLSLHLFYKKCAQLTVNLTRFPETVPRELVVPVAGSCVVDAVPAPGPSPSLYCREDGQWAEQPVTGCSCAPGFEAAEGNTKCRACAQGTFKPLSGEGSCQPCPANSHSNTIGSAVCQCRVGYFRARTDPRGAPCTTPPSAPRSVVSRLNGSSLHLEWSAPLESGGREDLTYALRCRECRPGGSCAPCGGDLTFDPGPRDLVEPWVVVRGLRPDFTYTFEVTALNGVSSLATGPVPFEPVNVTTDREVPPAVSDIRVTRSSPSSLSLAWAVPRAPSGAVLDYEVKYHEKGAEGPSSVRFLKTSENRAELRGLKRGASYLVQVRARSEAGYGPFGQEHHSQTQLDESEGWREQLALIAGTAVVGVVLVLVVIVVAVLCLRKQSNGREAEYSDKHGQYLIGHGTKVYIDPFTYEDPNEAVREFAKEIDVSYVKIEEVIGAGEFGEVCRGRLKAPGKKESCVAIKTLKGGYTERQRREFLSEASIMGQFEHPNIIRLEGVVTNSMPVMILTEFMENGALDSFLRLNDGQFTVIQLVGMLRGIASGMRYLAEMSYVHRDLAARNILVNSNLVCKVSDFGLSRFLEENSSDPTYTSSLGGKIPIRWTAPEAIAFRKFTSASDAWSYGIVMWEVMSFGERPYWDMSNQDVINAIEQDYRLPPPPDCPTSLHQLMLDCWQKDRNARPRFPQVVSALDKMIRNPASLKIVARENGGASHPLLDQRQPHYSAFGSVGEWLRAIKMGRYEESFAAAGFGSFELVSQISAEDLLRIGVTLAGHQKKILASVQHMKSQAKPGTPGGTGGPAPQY
CYP2C19 act: activators of human cytochrome P450 2C19; AID 1025; recombinant CYP2C19, luciferin-H EGE luminescence; stronger effect = higher value; 0 = fully inhibited enzyme, 1 = untreated enzyme; 96,000 tested, under 10 active; P33261; activation factor at 5 µM;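 active means activation factor of at least 2 at 5 µM in the primary screen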;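 further: 0 = wells with 2.5 mM tranylcypromine and 1 = vehicle-only wells; values of inactives mirror those of a sister screen read the other way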
Ecoli WT expand: E. coli BW25113 growth inhibition, expanded screen; OD600 absorbance; growth inhibition, % at 100 µM; 98,000 tested, 0.15% active;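 active means growth inhibition above about 50% at one test dose, limit read from the data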;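 further: growth measured after 20 h incubation at 37 °C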
CYP2C19 inh: human CYP2C19 inhibition. P33261. AID 778. inhibition, % at 5 µM. CYP2C19 Supersomes, luciferin-H EGE luminescence, 30 min. 96,000 tested, 21% active;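 active means CYP2C19 inhibition above a set limit at 5 µM in the primary screen, cut at about 50% in these data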;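 further: plate controls were negative control wells for no effect and 2.5 mM tranylcypromine positive control for full effect; values of inactives mirror those of a sister screen read the other way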
PLAP activator: human PLAP activation; P05187; purified PLAP enzyme, luminescent substrate read-out; stronger effect = higher value; activation fold at 20 µM; 96,000 tested, 1.2% active; AID 696; in the data active means activation fold above about 2
Pyk2 oligo antag: blocks oligomerization of human Pyk2 in cells; 99,000 tested, 0.83% active; z-score (the deposit names both 25 µM and 10 µM); Q293 cells, Pyk2 FERM NanoBiT luminescence; stronger effect = lower value; AID 1347419;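 active means Z-score of -3 or lower, scaled per plate to the spread of control and sample wells; inactive means z-score above -3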;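 further: negative z-score means lost luminescence so less FERM oligomerization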
CYP2C9 act: CYP2C9 (human) activation. activation factor at 5 µM. P11712. 96,000 tested, 1.4% active. AID 1024. recombinant CYP2C9, luciferin-H conversion, luminescence; stronger effect = higher value; factor 1 = untreated enzyme, 0 = blocked;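 active means activation factor of 2 or more for CYP2C9 at a 5 µM dose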;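 further: 0 = sulfaphenazole-blocked wells and 1 = vehicle-only wells; values of inactives mirror those of a sister screen read the other way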
An asterisk follows results filed as active; . = no result given.

SMILES	CYP2C9 inhib	PostGolgi yeast	EphB4 antag	CYP2C19 act	Ecoli WT expand	CYP2C19 inh	PLAP activator	Pyk2 oligo antag	CYP2C9 act
Cc1cc(CN2CCOCC2)c(O)c(C2(C)CCCCC2)c1	44.2	1.9	-2.7	0.6	-4.0	42.5	0.9	0.29	0.6
Oc1ccc(N2CCN(C(c3cccs3)c3nnnn3CCc3ccccc3)CC2)cc1 (stereo not drawn)	26.7	8.1	3.9	1.1	-4.0	-12.2	1.5	0.13	0.7
CC(=O)c1c(C)[nH]c(C(=O)Nc2ccc(C)c(C)c2)c1C	64.7*	-2.7	1.3	0.6	-14.0	37.4	0.9	-0.64	0.4
CCOCCc1nnc(N)s1	-21.3	30.0	-9.4	1.2	0.0	-16.7	0.8	0.6	1.2
c1ccc2c(c1)c1ccccc1n1c(-c3ccc4c(c3)OCO4)nnc21	6.5	16.1	0.6	1	-4.0	1.9	1	-2.51	0.9
CCC(=O)c1cc(F)c(N2CCN(S(=O)(=O)c3ccccc3)CC2)cc1C	31.0	-4.7	-0.4	1	-25.0	-2.8	0.9	-1.29	0.7
CN(C)S(=O)(=O)c1cccc(NC(=S)Nc2cc(Cl)cc(Cl)c2)c1	37.6	97.1*	-2.6	0.5	31.0	45.1	1.5	0.29	0.6
O=C(NCc1ccc2c(c1)OCO2)c1ccc(NC(=O)C2CCCO2)cc1 (stereo not drawn)	14.5	3.8	.	1.1	4.0	-5.9	1	2.59	0.9
Cc1[nH]c2ccccc2c1CCNC(=O)c1ccc2c(c1[N+](=O)[O-])C(=O)c1ccccc1C2=O	47.3	0.8	-5.0	0.3	-7.0	68.1*	1.1	-0.94	0.5
CCOC(=O)c1nc(-c2ccccc2)oc1N(C)C	-23.0	14.2	.	1.1	-3.0	-9.8	1	-1.35	1.2

Only CYP2C19 inh and CYP2C9 inhib, for some of the entries so far:
structure	CYP2C19 inh	CYP2C9 inhib
Oc1ccc(N2CCN(C(c3cccs3)c3nnnn3CCc3ccccc3)CC2)cc1 (stereo not drawn)	-12.2	26.7
Cc1[nH]c2ccccc2c1CCNC(=O)c1ccc2c(c1[N+](=O)[O-])C(=O)c1ccccc1C2=O	68.1*	47.3

Later entries
SMILES	CYP2C9 inhib	PostGolgi yeast	EphB4 antag	CYP2C19 act	Ecoli WT expand	CYP2C19 inh	PLAP activator	Pyk2 oligo antag	CYP2C9 act
CC(C)COC(=O)NCCOC(=O)Nc1cccc(Cl)c1	80.3*	-5.9	5.2	0	25.0	95.2*	0.8	1.12	0.2
Cn1cnnc1SCC(=O)c1cc2ccccc2oc1=O	15.0	7.1	-14.3	1	-7.0	0.5	1.5	0.07	0.8
Cc1cccc(N2CCN(C(=O)C(Cc3ccccc3)n3cccc3)CC2)c1C (stereo not drawn)	-14.2	-2.7	-1.8	0.7	-27.0	27.9	1.2	.	1.1
O=C(Nc1ccc(N2C(=O)C3C4C=CC(C4)C3C2=O)cc1)Nc1cccnc1 (stereo not drawn)	60.3*	-4.2	-0.1	0.9	8.0	5.4	1.4	-0.01	0.4
Cc1cc(=O)[nH]c(SCC(=O)N2CCC(C(N)=O)CC2)n1	3.7	-0.3	-2.7	1	-10.0	1.6	1.5	0.34	1
CCOC(=O)c1ccc(N2C(=O)CC(Nc3ccc(CCO)cc3)C2=O)cc1 (stereo not drawn)	39.7	-1.9	-1.6	0.8	-3.0	18.4	1	0.82	0.6
Cc1ccc(OCC(=O)Nc2ccccc2-c2ccccc2)cc1	.	-5.0	3.0	.	16.0	.	.	-2.45	.
O=C(CSc1nccn1-c1ccccc1)NCc1ccc2c(c1)OCO2	98.5*	-12.4	2.1	0	4.0	99.7*	0.8	0.23	0
COc1cccc(-n2c(Cc3cc(=O)[nH]c(=O)[nH]3)nnc2SCC(=O)Nc2ccccc2)c1	-48.2	-11.0	-2.9	1.1	1.0	-8.7	1.5	.	1.5
CCOC(=O)c1[nH]c(C)c(C(=O)c2ccc(C)cc2)c1C	35.0	6.8	-4.1	0.4	-3.0	62.7*	0.8	-1.73	0.7
C/C(=N\OC(=O)c1ccc(OC(C)C)cc1)c1ccc(C)c(C)c1	56.4*	-13.4	2.6	0.4	-16.0	55.5*	0.9	1.25	0.4
Clc1ccc(-c2nn3c(-c4ccccc4)nnc3s2)cc1	40.3	-0.3	.	0.2	-1.0	80.9*	1.2	0.2	0.6
Cc1ccccc1C(=O)O/N=C(\N)c1cccc([N+](=O)[O-])c1	-22.8	-4.0	5.2	1	10.0	-3.8	0.7	-0.06	1.2
CC(C)CCn1c(NCCN(C)C)nc2c1c(=O)[nH]c(=O)n2C	-0.2	3.5	8.4	1.1	1.0	-5.2	1.2	0.54	1
CCOc1ccc(NC(N)=O)cc1	1.9	-4.8	-3.6	0.9	-2.0	8.1	1	0.95	1
CCNc1nc2c(c(=O)[nH]c(=O)n2C)n1Cc1ccc(F)cc1	-7.1	-0.9	0.9	1.1	4.0	-7.1	1.1	.	1.1
CCOc1ccc(Cn2c(C)nc([N+](=O)[O-])c2SCC(O)CCl)cc1[N+](=O)[O-] (stereo not drawn)	61.0*	-8.2	-1.7	0.2	4.0	75.5*	1	0.19	0.4
COc1cc2c(cc1OC)C(=O)CCS2	-22.0	-0.2	-3.3	1.1	-4.0	-7.5	1	0.82	1.2
O=C(NNC(=O)c1sc2ccccc2c1Cl)Nc1ccc(Cl)cc1	-19.1	4.9	-3.1	0.8	-6.0	24.5	1	0.3	1.2
COC(=O)c1ccc2c(=O)n(Cc3ccco3)c(SCC(=O)Nc3ccc(C)c(Cl)c3)nc2c1	77.3*	-0.1	-5.5	0.9	-3.0	11.6	1.1	0.57	0.2
COC(=O)c1[nH]c2ccccc2c1NC(=O)CCN1CCN(C2CCCCC2)CC1	-9.8	0.0	3.0	1	2.0	2.3	1.4	.	1.1
O=c1c2ccccc2nc2n1C(CSCc1ccccc1)CS2 (stereo not drawn)	14.7	3.2	5.1	0.4	4.0	63.8*	1.1	0.91	0.9
O=C1CC(c2ccccc2)CCc2sccc2N1 (stereo not drawn)	26.3	-0.2	2.9	0.3	-3.0	65.8*	0.9	-0.46	0.7
O=C1CC(c2ccccc2)n2nc(NS(=O)(=O)c3ccccc3)nc2N1 (stereo not drawn)	-6.3	25.5	-1.9	1	4.0	0.8	2*	0.37	1.1
CCC(O)CNc1nc(-n2nc(C)cc2C)nc2sc3c(c12)CC(C)(C)OC3 (stereo not drawn)	19.9	4.2	12.7	1	5.0	-2.2	1	-0.08	0.8
CCOc1ccc(Nc2cc(C)nc(N3CCOCC3)n2)cc1	9.9	17.4	6.5	0.9	-1.0	5.5	0.8	-0.36	0.9
OC(COc1ccc(OCc2ccccc2)cc1)CN1CCCCC1 (stereo not drawn)	18.1	-2.4	-4.6	0.9	7.0	8.3	0.9	-0.12	0.8
Cc1ccc(O)c(-c2cc(-c3cccc(F)c3)n[nH]2)c1	68.8*	11.7	1.2	0.7	26.0	33.4	1.8	-1.39	0.3
COc1ccccc1-n1c(=O)c2c3c(sc2n2c(SC(C)C)nnc12)CCC3	7.3	-1.6	.	0.9	3.0	9.0	1.3	9.11	0.9
O=C(NCCSc1ccccc1)c1cncc(Br)c1	3.1	2.8	5.9	0.6	13.0	35.1	1	0.87	1
CCCCc1nc2n[nH]c(N)c2c2c1CSC(C)(C)C2	-24.3	2.2	-2.2	0.8	-5.0	15.0	1.1	-0.5	1.2
CC(C)Oc1cccc(C(=O)O)c1	6.0	-2.7	13.7	1	-3.0	0.7	1.1	0.68	0.9
CCOc1ccc(OCCSc2nnnn2C2CCCCC2)cc1	87.5*	-5.5	-0.7	0.4	-2.0	56.8*	0.9	-1.21	0.1
CN1CCC(=NNC(=O)C(=O)NC(C)(C)C)CC1	55.4*	4.5	0.1	0.7	2.0	31.3	1.2	1.78	0.4
CCOC(=O)C1CCCN(c2c(NCCCN3CCCC(C)C3)c(=O)c2=O)C1 (stereo not drawn)	10.1	-1.8	2.3	1	2.0	1.9	1	.	0.9
CC(C)C(=O)NCCn1ccc2ccccc21	34.9	15.3	-4.4	0.4	3.0	57.2*	1	0.35	0.7
Cc1cc(/C=N/NC(N)=O)c(C)c(CO)c1	2.3	7.5	5.0	0.8	2.0	20.5	1	0.31	1
O=C1CCCC(=NCc2ccco2)C1	-8.3	22.1	-4.7	1	7.0	-1.5	1.1	0.5	1.1
CCCC(=O)NC(C)C(c1cccs1)N1CCN(C)CC1 (stereo not drawn)	-37.5	0.8	2.8	1.2	-6.0	-18.7	1	0.2	1.4
O=C(C1CCN(S(=O)(=O)N2CCOCC2)CC1)N1CCN(c2ccccc2)CC1	-13.6	-4.7	-3.8	1.1	-3.0	-10.1	1.3	0.1	1.1

In the list so far, three contain a nitro group on carbon.
SMILES	CYP2C9 inhib	PostGolgi yeast	EphB4 antag	CYP2C19 act	Ecoli WT expand	CYP2C19 inh	PLAP activator	Pyk2 oligo antag	CYP2C9 act
Cc1[nH]c2ccccc2c1CCNC(=O)c1ccc2c(c1[N+](=O)[O-])C(=O)c1ccccc1C2=O	47.3	0.8	-5.0	0.3	-7.0	68.1*	1.1	-0.94	0.5
Cc1ccccc1C(=O)O/N=C(\N)c1cccc([N+](=O)[O-])c1	-22.8	-4.0	5.2	1	10.0	-3.8	0.7	-0.06	1.2
CCOc1ccc(Cn2c(C)nc([N+](=O)[O-])c2SCC(O)CCl)cc1[N+](=O)[O-] (stereo not drawn)	61.0*	-8.2	-1.7	0.2	4.0	75.5*	1	0.19	0.4

More structures follow.
SMILES	CYP2C9 inhib	PostGolgi yeast	EphB4 antag	CYP2C19 act	Ecoli WT expand	CYP2C19 inh	PLAP activator	Pyk2 oligo antag	CYP2C9 act
NC(=O)CC(O)c1cccc(Cl)c1 (stereo not drawn)	1.2	2.9	.	1	3.0	-1.4	1	0.59	1
CCc1cccc(NC(=O)c2ccc(NS(=O)(=O)c3c(C)noc3C)cc2)c1	51.2*	0.3	-6.2	0.9	14.0	6.6	1.3	0.49	0.5
CCCCCCS(=O)[C@H]1CS(=O)(=O)C[C@@H]1S(=O)CCCCCC (stereo partly drawn)	7.1	12.8	-2.0	1	-8.0	4.0	1	1.19	0.9
CCSc1nnc(NC(=O)c2cc(C)on2)s1	57.8*	1.4	-9.2	1	22.0	0.9	0.9	-0.44	0.4
O=C(CSc1nnc(COc2ccccc2)n1-c1ccccc1)c1cccs1	96.8*	-1.6	.	0	-24.0	97.5*	0.9	-0.41	0
CCOC(=O)c1snc(C(=O)NC2CCCCC2)c1N	27.7	-5.8	.	0.8	10.0	16.4	0.9	-0.05	0.7
Nc1ccc2nc(-c3ccc(Cl)cc3)[nH]c2c1	47.8	-6.8	.	0.4	16.0	58.7*	0.9	.	0.5
C=CCn1c(SCc2c(C)noc2C)nc2cc(C(=O)O)ccc2c1=O	.	-2.5	6.3	.	5.0	.	.	1.06	.
COc1ccc(C(=O)NCCn2cc(SCC(=O)NCc3ccco3)c3ccccc32)cc1	85.4*	3.8	-3.0	0	-7.0	96.1*	1.1	0.26	0.1
N#Cc1ccc(Oc2ccc(/C=N/O)cn2)cc1	-10.9	8.4	3.2	0.7	13.0	25.8	1.1	0.35	1.1
CCCCCCNCc1ccc(Br)cc1	1.1	-1.0	-0.8	0.2	10.0	75.4*	0.8	0.16	1
CCCOc1ccc(OCCSc2ncccn2)cc1	50.1*	12.1	-6.6	0.5	13.0	47.2	1.1	-0.52	0.5
COc1ccc(C(=O)c2ccccc2Cl)cc1	-154.0	6.4	-0.8	0.2	5.0	81.3*	0.9	0.6	2.5*
COc1cccc(C2C=C(c3cccs3)Nc3ncnn32)c1OC (stereo not drawn)	56.4*	-5.3	2.7	0.6	4.0	42.7	1.3	-1.47	0.4
CCOC(=O)c1ccc(CSc2ncn[nH]2)o1	4.3	0.3	-3.5	0.8	3.0	20.6	0.9	1	1
Cc1nc(NS(=O)(=O)c2ccccc2C)c2c3c(sc2n1)CCC3	26.4	0.3	3.5	1	-1.0	2.1	1.1	.	0.7
O=C(C1CCC1)N(CCc1ccccc1)Cc1nc2ccccc2c(=O)[nH]1	85.1*	-3.6	0.6	0.4	4.0	64.4*	1.8	1.57	0.1

Screening results from PubChem.

Compounds as they come. Share with any hit: about 31%.
